Screening data as filed in PubChem.
Wee1 stabilizer: blocks degradation of human Wee1 kinase | P30291 | HeLa Luc-Wee1K328M stability, luciferase luminescence; 100% = proteasome inhibitor MG132 effect | reporter increase, % at 5 µM | actives 1.2% (n = 220,000);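 active = activation above the mean of all tested compounds plus 3 SD, set per screening run, cut at about 8.8% in these data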;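 note: cells exposed to compound for 20 h before luminescence read; 0% = DMSO alone and 100% = MG132 at 30 µM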
FXIa inh: factor XIa (human) inhibition; inhibition, % at 5 µM; purified FXIa, Boc-Glu-Ala-Arg-AMC fluorogenic substrate; P03951; actives 0.14% (n = 220,000);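 active = inhibition of at least 40%; inactive = inhibition below 40%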;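 note: fluorescence of freed AMC excited at 355 nm; 0% = enzyme without compound and 100% = no enzyme blank; many of its hits are not listed in these tables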
PGE2 EP2 inh: EP2 receptor (human) inhibition; P43116; C6 glioma cells expressing human EP2, cAMP TR-FRET; cells stimulated with saturating PGE2; inhibition, % at 25 µM; actives 0.52% (n = 260,000);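 active = percent inhibition above 40 after rounding to a whole number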;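 note: rat C6 glioma host cells with rolipram phosphodiesterase inhibitor present; the protocol text gives 20 µM as final concentration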
Target sequence (P43116 whole entry, looked up): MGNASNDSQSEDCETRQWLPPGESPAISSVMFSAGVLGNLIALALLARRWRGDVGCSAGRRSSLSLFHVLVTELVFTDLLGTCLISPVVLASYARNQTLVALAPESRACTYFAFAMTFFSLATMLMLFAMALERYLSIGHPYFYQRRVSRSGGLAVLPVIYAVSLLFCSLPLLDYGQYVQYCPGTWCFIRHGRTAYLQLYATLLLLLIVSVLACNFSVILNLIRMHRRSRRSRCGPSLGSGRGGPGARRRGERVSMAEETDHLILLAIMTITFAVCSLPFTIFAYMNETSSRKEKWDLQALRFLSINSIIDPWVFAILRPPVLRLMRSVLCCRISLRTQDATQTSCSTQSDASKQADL
L929 necroptosis: L929 zVAD cell death inhibition. L929 zVAD necroptosis rescue, ATP luminescence, 24 h; with zVAD 60 µM. viability rescue, % at 10 µM. actives 0.38% (n = 220,000);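 active = activation, scaled between plate controls, above about 75%, limit read from the data; inactive = activation under that limit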;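 note: 0% = zVAD with DMSO and 100% = DMSO alone without zVAD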
FXIIa inh: blocks human coagulation factor XIIa protease activity | actives 0.3% (n = 220,000) | P00748 | purified FXIIa, Boc-QGR-AMC fluorogenic substrate, 2 h | inhibition, % at 5 µM; in the data active = inhibition above about 40%;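 note: 0% = enzyme with no compound and 100% = blank without enzyme; many of its hits are not listed in these tables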
Target sequence (P00748 20-372 limits assumed): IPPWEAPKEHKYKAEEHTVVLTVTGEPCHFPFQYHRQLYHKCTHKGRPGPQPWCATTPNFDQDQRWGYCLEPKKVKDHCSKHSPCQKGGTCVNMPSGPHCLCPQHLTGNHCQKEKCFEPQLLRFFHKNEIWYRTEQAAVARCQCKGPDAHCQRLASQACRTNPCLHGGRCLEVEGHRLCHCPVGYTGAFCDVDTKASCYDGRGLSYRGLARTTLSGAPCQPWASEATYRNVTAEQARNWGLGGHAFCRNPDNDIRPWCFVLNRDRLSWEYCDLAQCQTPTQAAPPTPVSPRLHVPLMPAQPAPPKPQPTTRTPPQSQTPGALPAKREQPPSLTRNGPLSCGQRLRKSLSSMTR
Target sequence (P00748 373-615 limits assumed): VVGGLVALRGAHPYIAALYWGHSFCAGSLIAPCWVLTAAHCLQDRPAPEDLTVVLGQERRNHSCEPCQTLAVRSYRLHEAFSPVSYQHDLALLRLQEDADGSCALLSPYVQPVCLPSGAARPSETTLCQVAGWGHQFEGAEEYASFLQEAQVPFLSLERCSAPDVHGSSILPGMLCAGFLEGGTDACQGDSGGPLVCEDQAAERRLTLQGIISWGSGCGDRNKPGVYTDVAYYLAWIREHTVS
Tb hexokinase: T. brucei hexokinase 1 inhibition | recombinant TbHK1, G6PDH-coupled NADH A340 | inhibition, % at 10 µM | actives 0.11% (n = 220,000);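 active = inhibition of 50% or more in the single-dose primary screen; inactive = inhibition below 50%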
TNF death inh: TNF-alpha cell death inhibition in Jurkat FADD-/- cells | Jurkat FADD-/- TNF necroptosis rescue, ATP luminescence, 24 h; 0 = TNF only, 100 = no-TNF cells | activation (protection from cell death), % at 10 µM | actives 0.068% (n = 220,000);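 active = activation, meaning protection from cell death, of at least 50% relative to plate controls; inactive = activation below 50%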;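 note: necroptosis triggered by 40 ng/mL TNF-alpha added together with compound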
CHOP inh: CHOP inhibition in unfolded protein response. actives 3.8% (n = 220,000). AID 2732. inhibition, % at 10 µM. CHO-K1 CHOP-promoter luciferase, tunicamycin-induced, 15-18 h;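 active = compounds that reduced the stress-induced luciferase reporter signal by more than about 70% of percent inhibition, limit read from the data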;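 note: 0% = tunicamycin plus vehicle and 100% = wells without tunicamycin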
PPC-1+TRAIL kill: kills PPC-1 cancer cells in the presence of TRAIL; PPC-1 cells + TRAIL, ATPLite viability luminescence; cell killing (% activity), % at 4 µM; actives 0.41% (n = 220,000); AID 1443;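 active = cell killing above 50% in the first pass at 4 µM, then a duplicate retest at 5 µM averaging 50% or more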;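 note: plate controls were cells with TRAIL plus DMSO for no effect and medium-only wells lacking cells for full effect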
Active calls of the source: *; x = not tested or not shown; & = joins results of further samples. This is a subset. The share of hits here may be higher or lower than overall.

SMILES	Wee1 stabilizer	FXIa inh	PGE2 EP2 inh	L929 necroptosis	FXIIa inh	Tb hexokinase	TNF death inh	CHOP inh	PPC-1+TRAIL kill
Cc1nn(C)c(C)c1/C=N/NC(=O)C(C)(C)Oc1ccc(Cl)cc1	-2	9	13	0.7	18	2	2.2	7	14
O=C(c1csc(Nc2cccc3ccccc23)n1)N1CCCC1	1	-1	9	-0.4	3	-10	-2.8	22	8
CCCN(Cc1nnc(-c2ccccc2Cl)o1)C(=O)c1cc([N+](=O)[O-])cc([N+](=O)[O-])c1	-3	-4	9	0.2	-2	2	-5.7	-16	16
O=C(COc1ccccc1)Nc1ccc(N2CCN(C(=O)c3cccs3)CC2)cc1	-2	-2	14	45	6	-2	1.3	28	5
Cc1ccc(Cl)cc1NC(=S)N(Cc1ccccc1)Cc1cccnc1	-2	-6	-1	-0.2	1	-7	-1.0	22	29
CCOC(=O)Nc1ccc(NS(=O)(=O)c2ccc(C)cc2)cc1	-1	3	8	0.1	14	8	1.1	14	-11
c1ccc2c(c1)[nH]c1c(N3CCN(C4CCCCC4)CC3)ncnc12	0	-12	13	14	-29	-18	1.6	33	x
CC(C)(C)c1ccc(COC(=O)Nc2ccc(F)cc2)cc1	0	4	2	1.8	2	2	4.2	77*	27
Cc1cc(C(=O)NCCN2CCOCC2)ccc1[N+](=O)[O-]	-4	-3	1	1.8	6	-2	1.1	-35	16
Cc1ccc(-c2csc(/C(C#N)=C(\O)CN3CCN(C(=O)c4ccco4)CC3)n2)cc1	-1	5	8	1.9	14	-14	0.6	39	1
COc1ccc(CC(=O)OCC(=O)Nc2ncc(Cl)cc2Cl)cc1	1	17	9	0.8	23	11	-2.0	-3	8
CCOC(=O)CNC(=O)CSc1nc2cccnc2n1CC	1	3	13	-0.7	8	7	0.0	5	12
O=[N+]([O-])c1ccc(/C=C/c2ccc3cccc([N+](=O)[O-])c3n2)cc1	-2	8	12	0.8	23	5	0.6	8	0
O=C(O)c1cc(-c2c[nH]c3ccccc23)nc2ccc3ccccc3c12	-3	-1	4	0.7	-3	-13	0.2	-20	41
CCCNc1nc2c(c(=O)[nH]c(=O)n2C)n1Cc1ccc(F)cc1	-1	-3	9	0.8	9	-2	-2.1	11	19

Compound profiles, from the list above. Order of screens: Wee1 stabilizer	FXIa inh	PGE2 EP2 inh	L929 necroptosis	FXIIa inh	Tb hexokinase	TNF death inh	CHOP inh	PPC-1+TRAIL kill
CCCN(Cc1nnc(-c2ccccc2Cl)o1)C(=O)c1cc([N+](=O)[O-])cc([N+](=O)[O-])c1 is listed with -3	-4	9	0.2	-2	2	-5.7	-16	16
Cc1ccc(-c2csc(/C(C#N)=C(\O)CN3CCN(C(=O)c4ccco4)CC3)n2)cc1 is listed with -1	5	8	1.9	14	-14	0.6	39	1
COc1ccc(CC(=O)OCC(=O)Nc2ncc(Cl)cc2Cl)cc1 is listed with 1	17	9	0.8	23	11	-2.0	-3	8
CCOC(=O)CNC(=O)CSc1nc2cccnc2n1CC is listed with 1	3	13	-0.7	8	7	0.0	5	12

The list continues:
SMILES	Wee1 stabilizer	FXIa inh	PGE2 EP2 inh	L929 necroptosis	FXIIa inh	Tb hexokinase	TNF death inh	CHOP inh	PPC-1+TRAIL kill
Cc1ccccc1CN1C(=O)C(C)S/C1=N/N=C/c1ccco1 (stereo unspecified)	4	1	6	-0.1	5	-25	3.9	23	-23
c1ccc(-n2ncc3c(NCc4ccc5c(c4)OCO5)ncnc32)cc1	-1	8	1	0.5	16	-1	-1.1	-15	6
S=C(NC1CCCC1)N1CCN(c2ccccn2)CC1	5	4	7	0.2	11	-1	0.9	-1	20
CS(=O)(=O)N1CCC(C(=O)Nc2c(F)cccc2F)CC1	-3	4	10	0.2	11	5	-2.9	2	5
Cc1ccc(C)n1CCN1CCN(C(=O)CC#N)CC1	-3	0	4	0.9	4	-4	1.0	-18	10
CCCCNc1n[n+](C)c(-c2cccc(C)c2)s1	x	2	x	-0.6	9	-6	2.6	-9	26
Cc1cc(C(=O)COC(=O)C2=COCCO2)c(C)n1-c1ccc2c(c1)OCO2	0	18	8	-0.2	38	-5	-6.8	16	25
O=C(N/N=C/c1ccncc1)c1cnccn1	8	5	8	0.9	8	-13	1.2	8	8
Cc1ccc(NC2c3ncccc3C(=O)N2C2CCCCC2)cc1C (stereo unspecified)	1	6	3	-0.5	21	-6	-2.6	-9	13
Cc1cc(C)n2nc(/C(C#N)=C/c3ccccc3)c(C#N)c2n1	-2	3	5	0.3	4	-6	-6.6	-37	19
OCCNc1cc(-n2nc(-c3ccccc3)cc2-c2ccccc2)ncn1	-2	6	16	0.4	4	1	-6.4	19	-27
COc1ccc(OC)c(C(c2nnnn2Cc2ccccc2)N2CCN(C)CC2)c1 (stereo unspecified)	3	-6	10&11	-0.5	1	4	-2.5	3	-15
CNC(=O)CN(C)S(=O)(=O)c1ccc(OC)c(Cl)c1	0	0	10	-0.5	13	3	-1.5	33	9
Cc1cccc(-n2c(=O)c3c(C)c(C)sc3n(CC(N)=O)c2=O)c1	0	-4	8	-0.1	7	0	1.4	1	25
COC(=O)/C=C/C(=O)Nc1cccnc1	-2	-6	17	-0.2	4	-6	-0.2	-4	-5
Cn1nc(-c2ccc(Cl)cc2)cc1NC(=O)CCCC(=O)O	1	4	10	0.3	8	-8	0.5	-2	2
COc1ccc(-c2nc(NC(=O)CCNC(=O)c3ccco3)sc2C)cc1	0	-3	8	-1.3	1	-2	-2.8	10	4
CCCCCCCC(=O)NNC(=O)c1c(O)c2ccccc2n(CCC)c1=O	-2	-1	4	-0.1	8	-3	-1.2	5	9
CC(=O)Nc1cccc(/C(C)=N/NC(=O)c2ccc3c(c2)OCO3)c1	1	3	4	0.5	14	-5	-1.5	-11	37
O=C(NCC1(N2CCOCC2)CCCCC1)c1cccc(S(=O)(=O)N2CCc3ccccc3C2)c1	3	1	5	1.1	10	-10	0.9	37	25
C#CCOc1ccc(Cl)cc1/C=N/O	0	2	7	0.4	-2	4	-2.5	18	9
CC(=O)c1c(N2CCN(C(=O)c3ccco3)CC2)nc(=S)n(-c2ccccc2)c1C	4	-4	1	0.1	1	-4	0.2	-12	6
COc1ccccc1NC(=O)CSc1nc2nc(C)cc(C)c2c(=O)[nH]1	0	9	15	1.3	14	4	-2.3	15	-20
O=C(N/C(=C/c1ccccc1)C(=O)N1CCCCCC1)c1ccccc1	-1	-3	7	2.2	13	0	-1.1	-20	x
CCc1nc2oc3cc(OC)ccc3c(=O)c2c(=O)n1Cc1ccco1	-1	9	10	0.1	24	-6	-4.1	31	3
Cc1ccccc1NC(=O)/C(C#N)=C/c1ccccc1C(F)(F)F	-4	4	5	0.3	0	4	1.3	17	9
COc1ccccc1NC(=O)Cc1noc(CSc2n[nH]c(N)n2)n1	3	-5	6	1.8	x	10	0.1	7	2
CC1CCCN(C(=O)CCc2ccccc2)C1 (stereo unspecified)	-1	10	6	1.2	9	30	2.8	6	13
Cc1cccc(/C=C2/S/C(=N/N=C3\CC4CCC3(C)C4(C)C)NC2=O)c1 (stereo unspecified)	5	7	16	1.0	23	-9	-1.8	105*	1
S=C1NC(c2ccccc2)=NCN1c1ccc(Cl)cc1	-1	5	x	-0.9	13	-5	0.1	8	25
COc1ccc(C(=O)Nc2ccc(-c3ccc(NC(=O)c4ccc(OC)cc4)c(OC)c3)cc2OC)cc1	-2	0	9	0.6	7	-7	2.4	-40	28
Fc1ccc(Nc2c3c(nc4ccccc24)CCC3)cc1	-1	1	6	-0.8	15	-18	-0.2	12	-6
COc1ccc(C(=O)N2CC3(CC(c4cccc(NC(=O)COc5ccc(Cl)cc5)c4)=NO3)C[C@@H]2C(N)=O)cc1 (stereo partly specified)	x	-6	13	0.5	2	-19	-4.4	-4	7
CCN1C(=O)C(CC(=O)Nc2cc(C)ccc2C)SC1=Nc1ccc(S(N)(=O)=O)cc1 (stereo unspecified)	1	-4	6	-1.2	5	-3	2.4	2	13
CCOC(=O)Cc1nnc(NC(=O)COc2ccc(OC)cc2)s1	1	4	4	-0.2	4	-7	1.3	25	10
CCn1c(C)nc2cc(S(=O)(=O)Nc3ccc(C)cc3)ccc21	-1	4	4	1.3	9	4	-0.1	9	20
Cc1nc(SCc2ccc(Br)cc2)[nH]c(=O)c1C	2	3	8	0.9	18	1	-3.0	61	11
COC(=O)Cc1ccc(NC(=S)NCc2cccc(OC)c2)cc1	0	0	2	0.0	9	-10	1.5	8	17
COC(=O)[C@@]1(Cc2ccccc2)[C@H]2c3cc(C(=O)N4CCCC4)n(Cc4ccsc4Br)c3C[C@H]2CN1C(=O)c1ccccc1	-1	0	7	0.0	3	-10	0.9	39	7
O=C(OCc1ccccc1)c1cccnc1Cl	1	-4	2	0.0	11	-3	-0.7	-1	18
O=C(c1ccccc1CCc1ccccc1)N1CCN(c2ccccn2)CC1	-1	-16	4	-1.1	-11	0	-0.2	28	23
COc1ccc(OC)c(C2C(C#N)=C(N)Oc3c2c(C)nn3-c2cccc(Cl)c2)c1 (stereo unspecified)	0	-1	10	0.2	-1	-6	-1.6	9	10
CN(C)c1nnnn1-c1ccc(Cl)cc1	0	-5	12	1.3	8	-7	0.9	16	11
CC12CC(NC(=O)N1c1cccc(C(=O)N3CCN(c4ccccc4F)CC3)c1)c1ccccc1O2 (stereo unspecified)	-4	4	14	0.9	17	-4	-2.9	19	5
COc1ccc(N(CC(=O)Nc2cccc(N(C)S(C)(=O)=O)c2)S(=O)(=O)c2ccc(C)cc2)cc1	1	-3	7	-0.9	2	-10	-1.2	41	10
Cc1c(NS(=O)(=O)c2ccccc2)c(=O)n(-c2ccccc2)n1C	-1	-5	9	-0.4	0	3	0.7	22	-15
Cc1cc(Nc2ncc(Cl)cc2Cl)n(-c2ccccc2)n1	6	-3	4	0.1	1	-9	0.9	30	19
O=C(CN1CCN(c2ccc(F)cc2)CC1)c1cccs1	-3	0	2	-0.3	9	7	0.3	-8	9
CC(C)(C)C1CCC(OCC(O)CN2CCN(Cc3ccccc3)CC2)CC1 (stereo unspecified)	2	3	8	2.3	13	-4	1.1	-14	10
O=[N+]([O-])c1cc(S(=O)(=O)C(F)(F)F)ccc1N1CCN(c2ccccc2)CC1	-3	-1	5	2.1	4	36	3.4	33	-10
CCC1=NN2C(=N)/C(=C\c3cccn3-c3ccc(Br)cc3)C(=O)N=C2S1	0	0	3	2.2	8	-1	0.0	-8	x
CC[N+](C)(C)CC/C=C1/c2ccccc2Sc2ccc(Cl)cc21	0	3	9	0.4	8	2	1.8	7	22
Cc1nc(-c2nnc(SCC(=O)Nc3cc(Cl)cc(Cl)c3)n2C)cs1	-1	3	10	0.1	14	-8	0.8	11	7
CCN(Cc1ccccc1)C(c1ccccn1)c1nnnn1C(C)(C)CC (stereo unspecified)	1	0	3&9	-0.7	13	2	0.3	48	-18
CC1=C/C(=N\NC(=O)c2cccs2)CC(C)(C)C1	1	-8	3	0.5	-2	-10	3.1	11	9
O=C(/C=C/c1ccccc1)N1CCN(Cc2nc3ccccc3c(=O)[nH]2)CC1	-1	-2	4	0.0	4	-4	-0.3	-14	26
CC(=O)COc1ccc2c(-c3ccccc3)cc(=O)oc2c1	-2	9	11	0.0	14	-2	0.1	-2	25
C=C(C)Cn1c(SCC(=O)O)nnc1-c1ccc(C(C)(C)C)cc1	2	4	4	-0.3	15	4	-1.5	-9	0
COCCNC(=O)COc1cccc2c1OC(C)(C)C2	1	2	4	1.3	9	1	0.2	-20	-8
COc1ccccc1-c1c(C(F)(F)F)oc2cc(OS(C)(=O)=O)ccc2c1=O	-2	-4	4	-0.4	7	-5	-2.8	62	11
CCN1CCN(c2nc3c(c(=O)[nH]c(=O)n3C)n2CCSc2nc3ccccc3s2)CC1	1	-1	13	-0.5	6	-8	-1.4	9	28
